Screening results deposited in PubChem BioAssay by National Center for Advancing Translational Sciences (NCATS).
TRb-SRC2 inh: qHTS for Inhibitors of the Interaction of Thyroid Hormone Receptor and Steroid Receptor Coregulator 2. Thyroid hormone receptor beta (Homo sapiens), P10828. TRbeta-SRC2 peptide binding, fluorescence polarization; receptor liganded with 1 µM T3. Potency, µM (doses to about 106 µM), inactives show top-dose activity change, negative = inhibition, actives largely listed as inhibitors. 280,000 compounds, 0.065% hits. AID 1469, 2008;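 note: plate controls were bound peptide for no effect and peptide without receptor for full effect; nearly all actives have a fitted effect of over 50% in size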
Target sequence (P10828 whole entry, looked up): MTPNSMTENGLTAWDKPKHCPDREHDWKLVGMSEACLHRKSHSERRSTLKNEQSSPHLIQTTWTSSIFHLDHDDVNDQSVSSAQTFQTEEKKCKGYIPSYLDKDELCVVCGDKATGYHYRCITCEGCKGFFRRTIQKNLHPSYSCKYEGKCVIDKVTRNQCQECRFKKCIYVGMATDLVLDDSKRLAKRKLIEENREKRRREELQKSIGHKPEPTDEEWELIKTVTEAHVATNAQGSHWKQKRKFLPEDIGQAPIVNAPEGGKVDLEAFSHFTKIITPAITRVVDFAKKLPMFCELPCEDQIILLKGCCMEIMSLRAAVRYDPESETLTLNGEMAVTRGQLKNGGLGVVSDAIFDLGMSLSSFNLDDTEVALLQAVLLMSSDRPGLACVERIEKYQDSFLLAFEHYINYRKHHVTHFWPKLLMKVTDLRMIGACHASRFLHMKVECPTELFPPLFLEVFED
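Each compound concentration gave % activity, normalized to unbound and bound Texas Red SRC2 controls, from polarization read after 5 hr ambient incubation with T3-loaded human TRb LBD.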
TexasRed fluor: Total Fluorescence Counterscreen for Inhibitors of the Interaction of Thyroid Hormone Receptor and Steroid Receptor Coregulator 2; 280,000 compounds, 0.29% hits; Potency, µM (titrated, usually from 106 µM), inactives show at the top dose fluorescence change, negative = quenching; TRb/SRC2 Texas Red total fluorescence interference; AID 1479, 2009; active = well fitted curve in either direction with a large enough effect; inconclusive = small, poorly fitted or top-dose-only effect; note: % is set by controls: 0 for no effect and ±100 for the full control effect
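Flags fluorescent or light-absorbing compounds by total fluorescence, S + 2P, at 555 nm excitation and 632 nm emission. Mixture: 20 nM Texas Red SRC2 peptide, 0.6 uM human TRb LBD, 1 uM T3, 5% DMSO; compound exposure 5 h at ambient temperature.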
HTT cytoprotect: qHTS Multiplex Assay to Identify Dual Action Probes in a Cell Model of Huntington: Cytoprotection (ATP). PC12 HTT-Q103 induced, cytoprotection, ATP luminescence, 40 h. Potency, µM (highest dose often 56.4 µM), for the others: cytoprotection (ATP increase), most hits filed as activators. 230,000 compounds, 0.14% hits;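 note: % of control where 0% means no effect; nearly all actives have a fitted effect of over 45% in size; toxic huntingtin expression switched on by the ecdysone agonist tebufenozide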
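Quantitative HTS on tebufenozide-induced (100 nM) PC12 cells expressing HTTQ103 exon 1–GFP; compounds tested as a concentration series; survival measured via cellular ATP.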
Tau fibril ThT: qHTS for Inhibitors of Tau Fibril Formation, Thioflavin T Binding. 270,000 compounds, 2.1% hits. recombinant tau K18 P301L, heparin-induced fibrillization, ThT fluorescence. Potency, µM (top dose mostly 57.4 µM), for the others: top-dose activity, negative = inhibition, usual class: inhibitors. AID 1460, 2008; note: % is set by controls: 0 for no effect and ±100 for the full control effect; nearly all actives have a fitted effect of over 55% in size
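Aggregation was driven by heparin (20 uM final) acting on recombinant tau […] bearing P301L in 100 mM sodium acetate pH 7; fibrils were detected with Thioflavin T.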
RECQ1 helicase: qHTS Assay for Inhibitors of RecQ-Like Dna Helicase 1 (RECQ1). ATP-dependent DNA helicase Q1 (Homo sapiens), P46063. RECQ1 DNA unwinding, red fluorescence kinetic read. Potency, µM (series often up to 57.3 µM), for inactives: at the highest dose activity, negative = inhibition, most hits filed as inhibitors. 240,000 compounds, 0.54% hits;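 note: plate controls were vehicle for no effect and no enzyme for full effect; nearly all actives have a fitted effect of over 30% in size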
Target sequence (P46063 whole entry, looked up): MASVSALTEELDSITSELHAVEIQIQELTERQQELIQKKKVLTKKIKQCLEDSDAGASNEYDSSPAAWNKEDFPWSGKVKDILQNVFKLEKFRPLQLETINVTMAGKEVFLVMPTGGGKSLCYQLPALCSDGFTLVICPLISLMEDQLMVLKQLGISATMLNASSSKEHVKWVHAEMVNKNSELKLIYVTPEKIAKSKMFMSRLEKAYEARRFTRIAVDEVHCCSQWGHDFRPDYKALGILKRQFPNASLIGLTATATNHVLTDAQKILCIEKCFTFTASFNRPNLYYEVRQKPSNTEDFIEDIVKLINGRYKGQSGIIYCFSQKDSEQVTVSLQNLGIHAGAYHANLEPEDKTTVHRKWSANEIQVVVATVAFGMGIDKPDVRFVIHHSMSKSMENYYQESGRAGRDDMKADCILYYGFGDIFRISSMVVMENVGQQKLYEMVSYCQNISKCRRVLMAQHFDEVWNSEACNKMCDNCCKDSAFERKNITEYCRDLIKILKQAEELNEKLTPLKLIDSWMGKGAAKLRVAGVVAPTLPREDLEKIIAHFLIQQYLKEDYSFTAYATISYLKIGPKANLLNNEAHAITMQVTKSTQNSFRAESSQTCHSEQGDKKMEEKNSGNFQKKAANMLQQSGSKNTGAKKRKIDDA
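50 nM RECQ1T1 preincubated 15 min with compound in Tris pH 8.0 buffer with MgCl2, DTT, Tween-20 and 2.5 ug/ml poly(dI-dC); started with 200 nM TAMRA/BHQ-2 forked duplex and 2 mM ATP. Unwinding read as fluorescence (525/598 nm), two reads 2 h apart.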
Tau fibril FP: qHTS for Inhibitors of Tau Fibril Formation, Fluorescence Polarization. Microtubule-associated protein tau (Homo sapiens), P10636. K18 P301L tau heparin fibrillization, Alexa594 FP, 6 h. Potency, µM (doses to about 57.7 µM), without a hit: at the highest dose activity, negative = inhibition, usual class: inhibitors. 280,000 compounds, 0.39% hits; note: % is set by controls: 0 for no effect and ±100 for the full control effect; nearly all actives have a fitted effect of over 55% in size
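Steps: dispense K18 P301L tau (15 uM plus 0.24 uM Alexa 594 tracer, final) in pH 7 sodium acetate; add compound; add heparin (20 uM final); incubate 6 hr, 37 C; add ThT (30 uM final); after 1 hr ambient, read FP.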
L3MBTL1 inh: qHTS Assay for the Inhibitors of L3MBTL1 | Lethal(3)malignant brain tumor-like protein 1 (Homo sapiens), Q9Y468 | AlphaScreen L3MBTL1–H3K9me1 peptide binding | Potency, µM (series often up to 57.1 µM), for the others: at the top dose activity, negative = inhibition, most hits filed as inhibitors | 230,000 compounds, 0.66% hits; note: % is set by controls: 0 for no effect and ±100 for the full control effect; nearly all actives have a fitted effect of over 60% in size
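Read-out is AlphaScreen signal from streptavidin donor and nickel chelate acceptor beads (10 ug/mL final each) bridging L3MBTL1 (50 nM) and biotinylated K9-monomethylated H3(1-15) peptide (75 nM), after 30 min compound exposure at room temperature.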
Tau fluor cs: Counterscreen qHTS for Inhibitors of Tau Fibril Formation, Fluorescence Polarization. tau K18 P301L (four-repeat tau fragment) Alexa594 fluorescence, heparin fibrillization. Potency, µM (highest dose often 57.7 µM), for inactives: top-dose activity change, negative = decrease. 280,000 compounds, 0.93% hits. AID 1463, 2008; note: % is set by controls: 0 for no effect and ±100 for the full control effect; nearly all actives have a fitted effect of over 55% in size
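Human K18 P301L tau (15 uM unlabeled plus 0.24 uM Alexa 594-labeled, final) in 100 mM sodium acetate pH 7 was mixed with compound and 20 uM heparin and incubated 6 hr at 37 C.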
* marks the source's active call; other numbers are inactive results; i = inactive; ? = inconclusive; . = not tested or not shown; & = joins results of further samples; [ ] = another dose, or the depositor's remark. Unless noted, calls come from the whole dose curve; as a rule, active = well fitted curve in the direction sought with a large enough effect; inconclusive = small, poorly fitted or top-dose-only effect, or another doubt; inactive = no such curve, though single readings can be large; an effect the other way counts as inactive or inconclusive. Potency is the fitted concentration of half-maximal effect. Only part of the results is shown (hit frequency here may not be typical).

SMILES	TRb-SRC2 inh	TexasRed fluor	HTT cytoprotect	Tau fibril ThT	RECQ1 helicase	Tau fibril FP	L3MBTL1 inh	Tau fluor cs
O=C(Nc1nnc(/N=C/c2ccco2)s1)c1ccc(F)cc1	1%	-2%	-52%	-6%	i	-3%	6%	-2%
COCc1cc(C2C(C(=O)c3ccco3)=C(O)C(=O)N2CCOCCO)ccc1O (centres undefined)	-18%	-3%	-8%[0.074 µM]	0%	-1%	-8%	-1%	-7%
COc1ccccc1/C=N/N1C(=O)C2C3C=CC(CC3)C2C1=O (centres undefined)	1%	-8%	-23%	-6%	-2%	1%	.	-9%
O=C(CN1C(=O)/C(=C2\SC(=S)N(C3CCS(=O)(=O)C3)C2=O)c2ccccc21)Nc1ccc(F)cc1 (centres undefined)	-6%	-1%	3%[10 µM]	.	-9%	?	.	?
Cc1cc(C)cc(OCC(=O)N(Cc2cccs2)C2CCS(=O)(=O)C2)c1 (centres undefined)	-5%	-8%	8%[0.074 µM]	0%	i	1%	.	-4%
CC(C)c1cc(C(=O)OCC(=O)NC(=O)NCc2ccco2)c(O)c(C(C)C)c1	-4%	-1%	-34%	-1%	-25%	?	-16%	-21%
O=C(C1CCCCC1)N1CCCC(c2nc(-c3ccc(F)cc3)no2)C1 (centres undefined)	-1%	1%	-5%	-13%	i	0%	4%	-10%
Cc1ccc(S(=O)(=O)CCC(=O)OCC(=O)Nc2ncc(Cl)cc2Cl)cc1	-3%	-5%	-19%	-11%	-10%	-4%	.	-9%
O=C(O)CCN1C(=O)C(=C2CCCCCC2)SC1=S	2%	3%	12%[0.074 µM]	-10%	-11%	-6%	2%	-2%
COc1ccc(NC(=O)c2oc3ccccc3c2NC(=O)c2cc(OC)c(OC)c(OC)c2)cc1	-8%	1%	.	-2%	.	-11%	.	?
CCc1c(C)sc2nc(SCC(=O)Nc3cc(C)on3)n(CCOC)c(=O)c12	-13%	0%	6%	-5%	-14%	-11%	.	-8%
COc1ccc(C(=O)NC(=S)Nc2ccc(S(=O)(=O)Nc3cc(C)on3)cc2)cc1OC	2%	-1%	1%[10 µM]	-20%	i	-10%	4%	-16%
CCOC(=O)c1cc(CC)sc1NC(=O)COC(=O)c1cc[n+]([O-])cc1	-1%	1%	5%[10 µM]	-1%	i	2%	5%	-1%
CC(=O)c1cccc(NC(=O)CSc2ccc(-c3ccc4c(c3)OCO4)nn2)c1	0%[53 µM]	0%[53 µM]	15%[10 µM]	4%	-5%	?	0%	-4%
O=C(CSc1ccc2ccccc2c1)Nc1ccc(S(=O)(=O)Nc2nccs2)cc1	7%	-6%	7%[10 µM]	-3%	-16%	-3%	-9%	?
CCC(C)c1ccccc1NC(=O)COC(=O)CCc1cc(OC)c(OC)c(OC)c1 (centres undefined)	3%[53 µM]	0%[53 µM]	17%[10 µM]	5%	i	-10%	9%	-2%
COc1ccc(C(=O)N2CC(=O)Nc3ccc(C)cc3C2c2ccc(F)cc2)c(OC)c1 (centres undefined)	-2%	-1%	.	-8%	.	-2%	.	-5%
Cc1ccc(OCC(O)CN2CCN(CC(O)COc3ccc(C)cc3)CC2)cc1 (centres undefined)	-5%	-2%	-7%[10 µM]	-9%	-5%	6%	-3%	-4%
COc1ccc(NC2=C(c3ccc(C(F)(F)F)cc3)C(=O)c3ccccc32)cc1	-5%	0%	.	-16%	.	-4%	.	-22%
CC1(C)CC(N(Cc2cccs2)C(=O)c2ccco2)CCO1 (centres undefined)	4%	-4%	1%[0.074 µM]	-6%	-10%	3%	-2%[11.4 µM]	8%
c1nnn(C23CC4CC(CC(C4)C2)C3)n1	-16%	-2%	5%[10 µM]	-3%	-2%	7%	0%	5%
CCN(C(=O)Cc1c(C(=O)O)n(C)c2ccccc12)c1ccc(F)cc1	3%	-2%	-3%	6%	-2%	7%	.	6%
CS(=O)(=O)N(CC(=O)N/N=C/c1ccc(OCC(=O)N2CCOCC2)cc1)c1ccccc1Cl	6%	3%	18%[0.074 µM]	4%	i	12%	9%	14%
Cc1ccc(S(=O)(=O)N2CCOC2CNC(=O)C(=O)NCCc2ccc(S(N)(=O)=O)cc2)cc1 (centres undefined)	9%	0%	-2%[10 µM]	.	-13%	4%	.	11%
Cc1ccc(-c2cc(C(=O)N/N=C/c3c[nH]c4ccccc34)[nH]n2)cc1	0%	0%	-2%[1.9 µM]	?	-15%	?	-5%	16µM*[quencher]
CCOc1cc(NC(=S)NCCCN2CCOCC2)c(OCC)cc1NC(=O)C1CC1	-9%	0%	27%[10 µM]	-4%	-6%	7%	-10%	-4%
CCOc1ccccc1NC(=O)CCn1c(-c2ccc(OC)cc2)cc(C(C)=O)c1C	-3%	0%	.	-8%	.	8%	.	-14%
CC1CCC2(CC1)NC(=O)N(CC(=O)Nc1ccc3c(c1)CCC3)C2=O (centres undefined)	-5%	-1%	19%[10 µM]	-6%	-2%	0%	.	-12%
COCCN(C(=O)CC1C(=O)NCCN1CC(c1ccccc1)c1ccccc1)C(C)C (centres undefined)	6%[53 µM]	-2%[53 µM]	17%[10 µM]	-13%	i	1%	6%	-4%
N#C/C(=C\c1cccc([N+](=O)[O-])c1)c1ccccn1	1%	-3%	-7%	?	-19%	9%	.	-17%

Whole records, looked up by structure:
Cc1ccc(-c2cc(C(=O)N/N=C/c3c[nH]c4ccccc34)[nH]n2)cc1 reads TRb-SRC2 inh: 0%; TexasRed fluor: 0%; HTT cytoprotect: -2%[1.9 µM]; Tau fibril ThT: ?; RECQ1 helicase: -15%; Tau fibril FP: ?; L3MBTL1 inh: -5%; Tau fluor cs: 16µM*[quencher]
O=C(O)CCN1C(=O)C(=C2CCCCCC2)SC1=S reads TRb-SRC2 inh: 2%; TexasRed fluor: 3%; HTT cytoprotect: 12%[0.074 µM]; Tau fibril ThT: -10%; RECQ1 helicase: -11%; Tau fibril FP: -6%; L3MBTL1 inh: 2%; Tau fluor cs: -2%
COc1ccc(C(=O)NC(=S)Nc2ccc(S(=O)(=O)Nc3cc(C)on3)cc2)cc1OC reads TRb-SRC2 inh: 2%; TexasRed fluor: -1%; HTT cytoprotect: 1%[10 µM]; Tau fibril ThT: -20%; RECQ1 helicase: i; Tau fibril FP: -10%; L3MBTL1 inh: 4%; Tau fluor cs: -16%

More records:
SMILES	TRb-SRC2 inh	TexasRed fluor	HTT cytoprotect	Tau fibril ThT	RECQ1 helicase	Tau fibril FP	L3MBTL1 inh	Tau fluor cs
COc1ccccc1C(=O)C1CCCN(C(=O)CSc2ccccn2)C1 (centres undefined)	-9%	-5%	1%	-5%	4%	-3%	-6%	-2%
COc1ccc(OC)c2[nH]c(=O)c(CCNC(=O)c3cccs3)cc12	3%	-1%	-28%	-6%	i	2%	-7%	-5%
CCc1cc2c(=O)n(CC)c(SC(C)C(=O)Nc3c(C)n(C)n(-c4ccccc4)c3=O)nc2s1 (centres undefined)	0%	0%	-14%	-7%	15%	-1%	.	-12%
O=C(NC(=S)N1CCN(Cc2ccccc2)CC1)c1ccccc1	4%	-2%	7%[10 µM]	5%	i	-11%	2%	3%
Cc1ccc(N2C(=O)C3C4CC(=O)C(c5ccccc54)C3C2=O)cc1C (centres undefined)	2%	3%	-10%[10 µM]	14%	4%	7%	-14%	5%
CCOC(=O)C1=C(C)N=C2SC(C(=O)OC)=CC(=O)N2C1c1ccc(OC)cc1 (centres undefined)	17%	10%	1%	?	-29%	-11%	.	-17%
CN(c1ccc(C(=O)N2CCCCC2)cc1)S(=O)(=O)c1ccccc1	4%	2%	2%	-9%	i	-3%	-2%[11.4 µM]	0%
COC(=O)c1ccc(NCC(=O)c2ccccc2)cc1	0%	-1%	-10%	-25%	i	-4%	2%	-7%
Cc1cc(C)c(C#N)c(SCc2cc3c(cc2Cl)OCO3)n1	8%	-5%	-25%	0%	-1%	?	5%	-23%
CCc1cccc(N(C)C(N)=Nc2cccc3ccccc23)c1	0%&0%	0%&0%	-45%	-9%&3%	-5%&-1%	?	.	-22%&3%
CCCn1c(-c2ccc(F)cc2)nc2c(NCCCN3CCOCC3)nc(C)nc21	6%	-1%	-36%[inhibitor]	2%	-10%	-7%	.	-7%
CCCC(=O)N1c2ccccc2NC2=C(C(=O)CCC2)C1c1ccc(F)cc1 (centres undefined)	3%	-3%	20%[10 µM]	-1%	i	3%	2%	-5%
O=C(N/N=C/c1c[nH]c2ccccc12)c1cc2ccccc2o1	-5%	-6%	-4%[10 µM]	.	-14%	4%	.	-67%
NC(CC(=O)O)c1ccc(Br)cc1 (centres undefined)	-3%	0%	15%[10 µM]	-2%	-5%	9%	8%	-1%
CCc1ccc(Oc2c(C(F)(F)F)oc3c(CN4CCC(C)CC4)c(O)ccc3c2=O)cc1	-1%	1%	.	-10%	.	14%	.	-3%
O=C(NN1C(=O)C2C3C=CC(C3)[C@H]2C1=O)c1cccnc1 (some centres undefined)	-4%	-36%	-16%[1.9 µM]	-4%	-2%	0%	5%	-5%
O=C(CSCCc1ccccn1)Nc1cccnc1Cl	-1%	-4%	-4%	-7%	i	2%	.	-6%
N#CCc1cnc2ccccc2n1	10%	8%	36%[10 µM]	?	i	9%	-12%	-21%
O=C1CCc2cc(S(=O)(=O)N3CCC(C(=O)NC4CCCC4)CC3)ccc2N1	-2%	0%	-21%	-5%	-11%	7%	.	-7%
